AmpC inh detg: inhibitors of E. coli AmpC beta-lactamase with detergent. P00811. AmpC hydrolysis of nitrocefin, absorbance 480 nm, 0.01% Triton. Potency, µM (titrated, usually from 114 µM), for inactives: top-dose activity change, negative = inhibition, usual class: inhibitors. 0.041% of 370,000 active;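 further: potency means the concentration at half of the fitted maximal effect; 0% = no-compound wells and -100% = no-enzyme wells; nearly all actives have a fitted effect of over 25% in size; some results filed as inactive show a strong effect at the top dose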
Target sequence (P00811 whole entry, looked up): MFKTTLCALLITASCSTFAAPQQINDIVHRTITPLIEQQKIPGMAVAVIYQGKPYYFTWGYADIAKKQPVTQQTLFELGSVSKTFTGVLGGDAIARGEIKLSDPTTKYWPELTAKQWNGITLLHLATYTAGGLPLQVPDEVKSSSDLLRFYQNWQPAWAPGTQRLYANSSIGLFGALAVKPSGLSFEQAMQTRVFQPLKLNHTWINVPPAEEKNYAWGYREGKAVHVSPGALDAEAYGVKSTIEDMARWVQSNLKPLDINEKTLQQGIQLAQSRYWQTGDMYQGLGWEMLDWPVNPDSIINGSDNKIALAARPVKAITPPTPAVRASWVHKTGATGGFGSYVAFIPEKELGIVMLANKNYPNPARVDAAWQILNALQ
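AmpC (5.3 nM in the dispensed reagent) in 20 mM phosphate pH 7.0 with 0.01% (detergent screen) or 0.0001% Triton X-100 was preincubated with compounds for 15 min at room temperature. Nitrocefin was then added from an 800 uM solution, and hydrolysis was followed at 480 nm.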
HCMV inh: blocks human cytomegalovirus replication. HFF cells, HCMV-luciferase reporter, 72 h; active compounds read low. activity change, negative = inhibition, % at 57.5 µM. 4.5% of 410,000 active. AID 1259415; in the data active means activity change below about -60%; inconclusive means no clear call, values can overlap the other calls; inactive means above about -39%; further: on the % scale 0 is the no-effect control and ±100 the full control effect
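HFF cells seeded 16 h at 37C, treated with compounds, infected with luciferase-reporter HCMV at MOI 1 PFU/cell; luciferase read at 72 h post infection, normalized to buffer-only and Salinomycin controls.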
CHX counter: counter-screen for Shiga toxin inhibitors: cycloheximide protein synthesis inhibition. cell reporter, cycloheximide protein synthesis inhibition counterscreen. AID 2314. max response, %. 12% of 300,000 active; in the data active means max response mostly above about 13%, no sharp cut-off; inactive means mostly below about 14%; further: read at 38.3 µM for the half of the compounds with a filed dose; 0% is about no effect
AMA1 RON2 block: inhibitors of Plasmodium falciparum AMA1-RON2 interaction; AID 720542; 0.2% of 360,000 active; Potency, µM (highest dose often 58.2 µM), inactives show at the top dose activity change, negative = inhibition, hits mostly inhibitors; AlphaScreen AMA1-biotinylated RON2 peptide binding;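 further: potency means the concentration at half of the fitted maximal effect; 0% = vehicle wells and -100% = peptide control; nearly all actives have a fitted effect of over 45% in size; some results filed as inactive show a strong effect at the top dose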
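AMA1 (3D7) with his tag at 25 nM final met compounds first, then biotinylated RON2 peptide at 25 nM; detection used donor plus acceptor beads, 10 µg/mL apiece, read by AlphaScreen after 30 min at room temperature.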
Shiga inhibitor: Shiga toxin inhibition. Vero cells, Shiga toxin protein synthesis inhibition reporter. inhibition, % at 38.7 µM. AID 2315. 9.2% of 290,000 active; in the data active means inhibition mostly above about 28%, no sharp cut-off; inactive means mostly below about 43%; further: 0% is about no effect
FBPA Giardia inh: Giardia lamblia aldolase inhibition. Potency, µM (titrated, usually from 59.6 µM), inactives show at the highest dose activity, negative = inhibition, most hits filed as inhibitors. purified Giardia FBPA. 0.71% of 290,000 active. AID 2451; further: potency means the concentration at half of the fitted maximal effect; on the % scale 0 is the no-effect control and ±100 the full control effect; nearly all actives have a fitted effect of over 55% in size
Target sequence (A8B2U2 whole entry, looked up): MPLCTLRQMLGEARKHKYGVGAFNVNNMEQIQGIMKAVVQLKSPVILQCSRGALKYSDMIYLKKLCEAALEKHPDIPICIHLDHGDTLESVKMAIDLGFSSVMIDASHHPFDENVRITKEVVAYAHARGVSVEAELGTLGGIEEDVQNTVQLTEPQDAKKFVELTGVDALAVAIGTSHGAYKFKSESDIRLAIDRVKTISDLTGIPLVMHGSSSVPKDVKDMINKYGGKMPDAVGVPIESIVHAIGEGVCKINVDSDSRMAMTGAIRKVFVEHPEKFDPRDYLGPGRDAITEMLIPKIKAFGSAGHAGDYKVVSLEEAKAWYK
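40 nM FBPA preincubated 10 min at RT with compound (up to 57.5 uM final), then substrate plus GAPDH/TPI/NAD/arsenate coupling and diaphorase/resazurin added. Fluorescence read after 20 min at RT, 525/598 nm.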
AmpC no deterg: inhibitors of E. coli AmpC beta-lactamase without detergent; P00811; AmpC nitrocefin hydrolysis, absorbance 480 nm, 0.0001% Triton; Potency, µM (top dose mostly 57.1 µM), for inactives: at the highest dose activity change, negative = inhibition, usual class: inhibitors; 0.52% of 330,000 active;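 further: potency means the concentration at half of the fitted maximal effect; plate controls were no compound for no effect and no enzyme for full effect; nearly all actives have a fitted effect of over 20% in size; some results filed as inactive show a strong effect at the top dose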
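AmpC (5.3 nM in the dispensed reagent) in 20 mM phosphate pH 7.0 with 0.01% (detergent screen) or 0.0001% Triton X-100 was preincubated with compounds for 15 min at room temperature. Nitrocefin was then added from an 800 uM solution, and hydrolysis was followed at 480 nm.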
Starred values were filed as active, the others as inactive; & = joins results of further samples; [ ] = remark or other dose. Unless noted, the call rests on the fitted dose curve; in most records, active means well fitted curve in the direction sought with a large enough effect; inconclusive means small, poorly fitted or top-dose-only effect, or another doubt; inactive means no such curve, though single readings can be large; an effect the other way counts as inactive or inconclusive.

Screening Cc1nnc(NC(=O)CSc2nnc(CC(=O)Nc3ccccc3C)n2C)s1 returned AmpC inh detg 2.7%, HCMV inh -3.3, CHX counter -5.9, AMA1 RON2 block 8.1%, Shiga inhibitor -3.3, FBPA Giardia inh -29.2% and AmpC no deterg -12.4%.
`CCOc1ccc(Br)cc1S(=O)(=O)N1CCC(C(=O)O)CC1` gave AmpC inh detg 2.0%, HCMV inh -26.6, CHX counter -4.2, AMA1 RON2 block -13.6%, Shiga inhibitor 16.2, FBPA Giardia inh 13.3% and AmpC no deterg -9.6%.
For FC(F)(F)c1cc(N2CCN(Cc3ccccc3)CC2)c2ccccc2n1 the results were AmpC inh detg -8.9%, HCMV inh -0.3, CHX counter 1.9, AMA1 RON2 block 9.5%, Shiga inhibitor 8.8, FBPA Giardia inh 0.5% and AmpC no deterg -1.4%.
CCCN(CCC)C(=O)CSc1nc2ccccc2c(=O)n1C1CCCC1 was read as AmpC inh detg 2.2%, HCMV inh inconclusive, CHX counter -2.0, AMA1 RON2 block 24.4%, Shiga inhibitor -2.1, FBPA Giardia inh -3.6% and AmpC no deterg 43.8%.
For COc1ccc(OCc2nn3c(-c4cccc(OC)c4)nnc3s2)cc1 the results were AmpC inh detg -14.2%, HCMV inh 19.2, CHX counter -1.3, AMA1 RON2 block 7.4%, Shiga inhibitor 28.9, FBPA Giardia inh 17.7% and AmpC no deterg -25.1%.
`O=C(c1cccnc1)N1N=C(c2cccs2)CC1c1ccc(F)cc1` (stereo not given) gave AmpC inh detg 3.9%, HCMV inh -12.0, CHX counter -2.6, AMA1 RON2 block 7.8%, Shiga inhibitor -12.0, FBPA Giardia inh -10.0% and AmpC no deterg -5.5%.
Screening O=C(CNC(=O)c1ccc(N2C(=O)c3ccccc3C2=O)cc1)OCC(=O)c1cccc2ccccc12 returned AmpC inh detg -9.1%, HCMV inh -26.8, CHX counter -4.0, AMA1 RON2 block 11.9%, Shiga inhibitor 11.6, FBPA Giardia inh 6.6% and AmpC no deterg -13.1%.
Screening COc1ccc(NC(=O)CN2C(=O)NC(C)(c3ccccc3)C2=O)c(OC)c1 (stereo not given) returned AmpC inh detg inconclusive, HCMV inh 20.0, CHX counter 4.4, AMA1 RON2 block -5.6%, Shiga inhibitor 19.1, FBPA Giardia inh -3.3% and AmpC no deterg 1.6%.
For CC(=O)Nc1cccc(NC(=S)Nc2ccc(F)cc2F)c1 the results were AmpC inh detg 3.4%, HCMV inh -1.4, CHX counter 4.1, AMA1 RON2 block -8.8%, Shiga inhibitor 31.1, FBPA Giardia inh inconclusive and AmpC no deterg -24.9%.
For COC(=O)c1ccc(-n2c(C)cc(/C=N/n3cnnc3)c2C)cc1 the results were AmpC inh detg inconclusive, HCMV inh -10.2, CHX counter -1.3, AMA1 RON2 block -15.1%, Shiga inhibitor 0.6, FBPA Giardia inh 11.2% and AmpC no deterg -8.1%.
Screening O=C1CSC2=NCN(c3ccc4c(c3)OCO4)CN12 returned AmpC inh detg -8.3%, HCMV inh 20.3, CHX counter 34.9*, AMA1 RON2 block -19.2%, Shiga inhibitor 96.3*, FBPA Giardia inh -28.9% and AmpC no deterg -35.0%.
For CCOC(=O)C1=C(N)OC2=C(C(=O)CCC2)[C@]12C(=O)N(CC(N)=O)c1ccccc12 the results were AmpC inh detg 5.7%, HCMV inh 38.5, CHX counter -1.6, AMA1 RON2 block 8.2%, Shiga inhibitor -1.2, FBPA Giardia inh 2.9% and AmpC no deterg -1.9%.
Cc1cccc(OCC(=O)NC(=S)Nc2ccccc2N2CCOCC2)c1C was read as AmpC inh detg -5.0%, HCMV inh -25.4, CHX counter -1.0, AMA1 RON2 block 2.3%, Shiga inhibitor -1.5, FBPA Giardia inh 8.5% and AmpC no deterg -15.7%.
Screening CCOC(=O)c1sc(N)c(C(=O)Nc2ccccc2)c1C returned AmpC inh detg 0.4%, HCMV inh 24.6, CHX counter 27.0*, AMA1 RON2 block -2.1%, Shiga inhibitor 46.4*, FBPA Giardia inh inconclusive and AmpC no deterg -28.7%.
Nn1c(SCC(=O)NC2CCCCC2)nnc1-c1ccco1 was read as AmpC inh detg 1.1%, HCMV inh 0.0, AMA1 RON2 block 1.9% and AmpC no deterg -13.8%.
Screening O=[N+]([O-])c1ccc(-c2nc3ccc([N+](=O)[O-])cc3[nH]2)cc1 returned AmpC inh detg inconclusive, HCMV inh 3.6, CHX counter 40.0*, AMA1 RON2 block -12.0%, Shiga inhibitor 96.1, FBPA Giardia inh -18.9% and AmpC no deterg -32.3%.
`CCOC(=O)C1=C(CN2c3ccccc3CC2C)NC(=O)NC1c1ccccc1` (stereo not given) gave AmpC inh detg -1.0%, HCMV inh 88.6, CHX counter 15.8, AMA1 RON2 block -0.8%, Shiga inhibitor 12.8 and AmpC no deterg 0.2%.
CCc1ccc(NC(=O)CC2C(=O)Nc3c2c(=O)n(C)c(=O)n3C)cc1 (stereo not given) was read as AmpC inh detg 0.6%, HCMV inh -20.2, CHX counter -7.8, AMA1 RON2 block -1.1%, Shiga inhibitor -4.7, FBPA Giardia inh 1.8% and AmpC no deterg -21.3%.
CCN(CC)S(=O)(=O)c1ccc2c(c1)N(CC(=O)Nc1ccc(NC(C)=O)cc1)C(=O)CO2 was read as AmpC inh detg -14.6%, HCMV inh 27.1, CHX counter -2.3, AMA1 RON2 block -8.8%, Shiga inhibitor 6.2, FBPA Giardia inh -2.1% and AmpC no deterg -29.9%.
`COc1ccc(NC(=O)NC2CCCCCCC2)c(OC)c1` gave AmpC inh detg 12.7%, CHX counter 30.3*, AMA1 RON2 block 3.9%, Shiga inhibitor 45.0* and AmpC no deterg -25.5%.
Screening COC(=O)c1cn(NC(=O)c2ccccc2[N+](=O)[O-])c(=O)c2ccccc12 returned AmpC inh detg 6.2%, HCMV inh 4.7, CHX counter -4.2, AMA1 RON2 block -18.1%, Shiga inhibitor -1.9, FBPA Giardia inh 7.3% and AmpC no deterg -21.4%.
Screening CCOc1ccccc1CNc1ncnc2ccc(-c3c(C)noc3C)cc12 returned AmpC inh detg inconclusive, HCMV inh -27.5, CHX counter 30.1*, Shiga inhibitor 51.5, FBPA Giardia inh -2.3% and AmpC no deterg -12.7%&-5.6%.
`COc1cc(S(=O)(=O)N2CCOCC2)ccc1F` gave AmpC inh detg -14.2%, HCMV inh -18.4, CHX counter -1.2, AMA1 RON2 block -12.1%, Shiga inhibitor -10.5, FBPA Giardia inh -3.4% and AmpC no deterg -2.3%.
For NC(=O)CCCn1c(C(=O)c2ccc(Cl)cc2)c2ccc([N+](=O)[O-])cc2[n+]1[O-] the results were AmpC inh detg -14.0%, HCMV inh inconclusive, AMA1 RON2 block 3.0% and AmpC no deterg 30.6%.
Screening Cc1cc(NC(=O)c2cccc3ccccc23)cc(C)c1OCC(=O)N1CCOCC1 returned AmpC inh detg -7.8%, HCMV inh 60.4, CHX counter 0.9, AMA1 RON2 block 0.0%, Shiga inhibitor -7.6, FBPA Giardia inh -0.7% and AmpC no deterg 79.4%[activator].
COCCOC(=O)c1c(C)n(C)c2ccc(OC(=O)c3ccccc3F)cc12 was read as AmpC inh detg -11.1%, HCMV inh 21.0, CHX counter -3.1, AMA1 RON2 block 1.1%, Shiga inhibitor 2.1, FBPA Giardia inh 4.8% and AmpC no deterg 65.3%[activator].
COC(=O)c1cc(S(=O)(=O)N2CCCCC2C)c[nH]1 (stereo not given) was read as AmpC inh detg -1.8%, HCMV inh 70.5, CHX counter -4.0, AMA1 RON2 block -7.4%, Shiga inhibitor -3.0, FBPA Giardia inh -2.8% and AmpC no deterg -9.9%.
`Cc1nnc2sc(COc3ccccc3)nn2c1=O` gave AmpC inh detg -13.1%, HCMV inh 22.1, CHX counter -2.7, AMA1 RON2 block 32.7%[activator], Shiga inhibitor -11.9, FBPA Giardia inh 12.1% and AmpC no deterg 44.6%.
For CCN(CCO)Cc1cc(=O)oc2c(C)c(C)ccc12 the results were AmpC inh detg -2.4%, HCMV inh 10.2, CHX counter -1.1, AMA1 RON2 block 7.3%, Shiga inhibitor -2.7, FBPA Giardia inh -1.0% and AmpC no deterg 2.4%.
CC(C)Cn1nc(C(=O)NCc2ccccc2CN2CCCC2)c2ccccc2c1=O was read as AmpC inh detg 5.8%, HCMV inh -24.2, AMA1 RON2 block -0.7%[11.6 µM] and AmpC no deterg 20.3%.
Screening CN(C)S(=O)(=O)c1cccc(NC(=O)C(c2ccccc2)c2ccccc2)c1 returned AmpC inh detg -14.0%, HCMV inh -16.7, CHX counter -2.0, AMA1 RON2 block -6.4%, Shiga inhibitor -5.1, FBPA Giardia inh 10.6% and AmpC no deterg -29.7%.
Screening Cc1ccccc1NC(=O)C1CCCN1/C=C/C(=O)C(F)(F)F (stereo not given) returned AmpC inh detg -2.8%, HCMV inh -30.6, CHX counter -1.3, AMA1 RON2 block 5.1%, Shiga inhibitor -5.2, FBPA Giardia inh 2.9% and AmpC no deterg -20.0%.
CC(C)(C)C(C(Oc1ccc(Cl)cc1)n1cncn1)n1nnnc1C(c1cccc(Cl)c1)N1CCCCC1 (stereo not given) was read as AmpC inh detg inconclusive, CHX counter 0.8, Shiga inhibitor 2.3, FBPA Giardia inh 2.1% and AmpC no deterg 2.3%.
For NC(=O)c1ccccc1NC(=O)CC1(CC(=O)O)CCCC1 the results were AmpC inh detg -4.9%, HCMV inh -17.4, CHX counter -0.6, AMA1 RON2 block 3.1%, Shiga inhibitor -14.3, FBPA Giardia inh -2.9% and AmpC no deterg -11.8%.
For O=C(Oc1oc(-c2ccco2)nc1C=Nc1ccc(Cl)cc1)c1ccco1 the results were AmpC inh detg -11.7%, HCMV inh 37.1, CHX counter 23.1*, AMA1 RON2 block -0.7%, Shiga inhibitor 50.5*, FBPA Giardia inh -13.8% and AmpC no deterg -18.0%.
For CC(=O)N1CCN(C(=O)COC(=O)COc2c(C)cc(C)cc2C)CC1 the results were AmpC inh detg 3.9%, HCMV inh -10.1, AMA1 RON2 block 2.1%[11.6 µM] and AmpC no deterg -11.9%.
For CC1(C)CC(=O)C2=C(C1)OC(N)=C(C#N)C2c1cccs1 (stereo not given) the results were AmpC inh detg 7.8%, HCMV inh 7.5, CHX counter -0.9, AMA1 RON2 block 0.0%, Shiga inhibitor -7.4, FBPA Giardia inh 0.2% and AmpC no deterg -21.7%.
COc1ccc(CC(=O)Nc2c3c(nn2C(C)(C)C)CS(=O)(=O)C3)cc1OC was read as AmpC inh detg 2.6%, CHX counter 1.1, AMA1 RON2 block -29.6%, Shiga inhibitor -7.1 and AmpC no deterg -4.3%.
CC(=O)c1ccc(Sc2nnnn2-c2ccccc2)c([N+](=O)[O-])c1 was read as AmpC inh detg -7.1%, HCMV inh -67.2*, CHX counter 8.9, AMA1 RON2 block -10.4%, Shiga inhibitor 10.6, FBPA Giardia inh 1.5% and AmpC no deterg -22.3%.

Screens deposited in PubChem BioAssay by National Center for Advancing Translational Sciences (NCATS).
